# Bioassay records: PubChem BioAssay, The Scripps Research Institute Molecular Screening Center
# PME-1 inh: PME-1 (human) inhibition; Q9Y570; actives 0.53% (n = 320,000); recombinant PME-1, FP-Rh probe fluorescence polarization; AID 2130; inhibition, % at 5.9 µM;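 active = inhibition above the campaign mean of all compounds plus 3 SD, cut at about 26% in these data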;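 note: competitive labeling of PME-1 active site by serine hydrolase directed probe; 0% = PME-1 with DMSO and 100% = wells lacking PME-1 enzyme; inhibitors block probe labeling so polarization falls and inhibition rises; many of its hits are not listed in these tables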
# LYPLA1 counter: blocks human lysophospholipase 1, a PME1 counter-screen; O75608; recombinant LYPLA1, FP-Rh probe fluorescence polarization; inhibition, % at 5.9 µM; actives 0.16% (n = 320,000); AID 2174;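 active = inhibition above the mean of all tested compounds plus 3 SD, set per campaign, cut at about 14% in these data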;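 note: inhibitors block serine hydrolase probe labeling of LYPLA1 so polarization falls; 0% = enzyme with DMSO and 100% = wells lacking LYPLA1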
# PAD4 inh: PAD4 (human) enzyme inhibition; recombinant PAD4, RCA probe fluorescence polarization; inhibition, % at 6.36 µM; actives 0.41% (n = 330,000); Q9UM07;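 active = percent inhibition above a cutoff equal to the mean of all tested compounds plus 3 SD, cut at about 15% in these data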;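 note: 0% = PAD4 with RCA probe and DMSO and 100% = probe without PAD4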
# Target sequence (Q9UM07 whole entry, looked up): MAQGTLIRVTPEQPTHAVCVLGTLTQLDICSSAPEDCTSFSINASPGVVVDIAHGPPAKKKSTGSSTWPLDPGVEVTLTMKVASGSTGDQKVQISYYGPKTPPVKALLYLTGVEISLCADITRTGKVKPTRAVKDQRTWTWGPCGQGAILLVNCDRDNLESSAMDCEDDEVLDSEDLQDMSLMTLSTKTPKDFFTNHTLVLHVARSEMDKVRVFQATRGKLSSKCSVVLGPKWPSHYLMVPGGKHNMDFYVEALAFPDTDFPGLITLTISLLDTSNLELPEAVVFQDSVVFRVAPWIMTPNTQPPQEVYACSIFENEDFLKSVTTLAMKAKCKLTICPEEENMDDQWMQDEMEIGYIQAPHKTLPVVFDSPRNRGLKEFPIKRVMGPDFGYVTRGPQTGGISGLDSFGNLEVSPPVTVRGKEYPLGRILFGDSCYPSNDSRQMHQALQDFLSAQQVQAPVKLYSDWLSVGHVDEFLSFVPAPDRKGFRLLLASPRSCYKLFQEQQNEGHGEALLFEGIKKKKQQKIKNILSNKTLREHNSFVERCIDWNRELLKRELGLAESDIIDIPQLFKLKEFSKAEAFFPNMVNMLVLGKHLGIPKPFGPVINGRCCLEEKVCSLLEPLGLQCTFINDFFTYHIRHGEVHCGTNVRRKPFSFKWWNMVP
# GSTO1 counter: blocks human GSTO1 in RBBP9 counter-screen; recombinant GSTO1, activity-based probe fluorescence polarization; inhibition, % at 5.96 µM; actives 1.1% (n = 300,000); AID 1974;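 active = inhibition above the campaign mean inhibition plus 3 SD, cut at about 35% in these data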;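 note: 0% = GSTO1-1 with DMSO and 100% = wells lacking GSTO1-1 enzyme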
# pPAFAH inh: inhibitors of human plasma PAF acetylhydrolase (pPAFAH) | actives 1.5% (n = 330,000) | inhibition, % at 3.39 µM | AID 463082 | Q13093 | recombinant pPAFAH, FP-rhodamine probe fluorescence polarization;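 active = inhibition above the mean inhibition across the screen plus 3 SD, cut at about 25% in these data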;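 note: inhibitors block binding of the rhodamine activity-based probe so polarization drops; 0% = enzyme with DMSO and 100% = wells lacking pPAFAH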
# Target sequence (Q13093 whole entry, looked up): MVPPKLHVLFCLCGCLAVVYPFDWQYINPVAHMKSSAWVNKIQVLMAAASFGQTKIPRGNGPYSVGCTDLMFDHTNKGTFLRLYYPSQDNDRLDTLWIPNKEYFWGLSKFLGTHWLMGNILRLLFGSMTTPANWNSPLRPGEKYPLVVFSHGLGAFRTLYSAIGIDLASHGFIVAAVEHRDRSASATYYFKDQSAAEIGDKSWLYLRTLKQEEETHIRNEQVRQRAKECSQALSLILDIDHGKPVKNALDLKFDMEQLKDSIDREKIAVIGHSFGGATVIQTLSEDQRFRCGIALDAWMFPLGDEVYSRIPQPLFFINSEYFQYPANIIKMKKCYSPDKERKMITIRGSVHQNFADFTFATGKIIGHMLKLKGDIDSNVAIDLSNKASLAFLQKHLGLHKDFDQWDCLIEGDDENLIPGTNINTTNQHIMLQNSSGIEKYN
# PAFAH1B2 inh: blocks human PAF acetylhydrolase 1b catalytic subunit 2; P68402; recombinant PAFAH1B2, FP-rhodamine activity probe, fluorescence polarization; inhibition, % at 3.39 µM; actives 1.2% (n = 340,000);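 active = inhibition above the mean of all tested compounds plus 3 SD, cut at about 24% in these data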;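 note: 0% = enzyme with DMSO and 100% = wells lacking PAFAH1B2; many of its hits are not listed in these tables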
# PAFAH2 inh: PAFAH2 (human) inhibition; Q99487; recombinant PAFAH2, FP-rhodamine activity probe, fluorescence polarization; actives 0.99% (n = 340,000); inhibition, % at 3.39 µM; AID 492956;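 active = inhibition above the mean over all tested compounds plus 3 SD, cut at about 30% in these data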;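 note: inhibitors block probe labeling of enzyme so polarization drops; 0% = enzyme with DMSO and 100% = wells lacking PAFAH2 protein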
# Fam108B inh: blocks mouse Fam108B hydrolase in RBBP9 counter-screen. inhibition, % at 9.51 µM. recombinant Fam108B, FP-Rh probe fluorescence polarization. AID 1947. actives 0.33% (n = 300,000);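 active = inhibition above the screen mean inhibition plus 3 SD, computed separately per campaign, cut at about 18% in these data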;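 note: inhibitors lower polarization as less probe binds the enzyme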
# PAFAH1B3 inh: PAFAH1B3 (human) inhibition. actives 0.28% (n = 340,000). recombinant PAFAH1B3, FP-rhodamine probe, fluorescence polarization. inhibition, % at 3.39 µM. Q15102;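 active = inhibition above the screen-wide average of all tested compounds plus 3 SD, cut at about 25% in these data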;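 note: 0% = enzyme with DMSO only and 100% = wells lacking PAFAH1B3 protein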
# Starred values were filed as active, the others as inactive; · = not tested or not shown. An excerpt (hit frequency here may not be typical).
mol	PME-1 inh	LYPLA1 counter	Fam108B inh	GSTO1 counter	PAD4 inh	pPAFAH inh	PAFAH2 inh	PAFAH1B3 inh	PAFAH1B2 inh
CC(=O)c1c(C)[nH]c(C(=O)Nc2cccnc2)c1C	-9	-4	-1	-2	-2	4	0	8	8
COCCC(=O)N1CCC(Oc2ccc(C(=O)NCc3ccon3)cc2)CC1	5	-2	3	0	1	1	-4	12	1
Cc1cnc(C(=O)OCC(=O)Nc2sc3c(c2C(N)=O)CCCC3)cn1	3	-1	·	·	2	1	3	6	2
O=C(CSc1nnc(-c2ccccc2)n1C1CCCCC1)N1CCCC1	4	-1	-1	3	-2	6	7	8	11
COc1ccc(Nc2ccc(C(=O)O)cc2[N+](=O)[O-])cc1	4	2	3	3	5	-1	0	3	0
CCOC(=O)c1cc2sc(C)cc2n1CC(=O)N(CC)CC	0	-2	2	3	-1	-3	-4	2	1
Cc1cc(C(=O)COc2ccccc2Cl)c(C)n1C1CC1	9	6	·	·	4	-1	1	14	3
COCCCN(C(=O)Nc1ccc(C)c(C)c1)C(C)c1ccccn1 (centres undefined)	0	1	1	-2	7	7	-3	-2	0
CSc1ccccc1NC(=O)C(=O)c1c[nH]c2ccccc12	-30	-20	-13	-7	2	-15	-11	-6	-7
Cc1cc(C)n2nc(N)c(N=Nc3ccccc3)c2n1	6	1	0	-8	1	11	-3	-11	10
O=C1CCC([N+](=O)[O-])C(c2cccc(Br)c2)N1 (centres undefined)	7	2	0	2	1	5	4	17	-8
CCCCn1c(SCC(=O)NNC(=O)c2ccccc2)n[nH]c1=O	·	·	·	·	3	-1	-2	6	6
COc1cc(OC)cc(N(C(=O)c2ccco2)C(C(=O)NC2CCCC2)c2ccc(N3CCOCC3)cc2)c1 (centres undefined)	11	9	2	-4	1	0	2	11	1
CC(NC(=O)C(=O)N1CCOCC1)C(c1cccs1)N1CCN(c2ccccc2F)CC1 (centres undefined)	5	3	0	5	-2	6	-3	0	-4
O=C(O)COc1ccccc1C(Nc1ccccn1)c1cc(Cl)c2cccnc2c1O (centres undefined)	4	-1	10	17	0	32*	29	3	2
Cc1ccc(Nc2ncnc3c2nnn3Cc2ccccc2)cc1	0	-5	3	-1	1	6	·	·	·
CCCOc1ccc(-c2nc(C#N)c(NCC3CCCO3)o2)cc1 (centres undefined)	7	4	2	0	-7	7	-3	-1	1
Cc1cccc(N(C)C(=O)CN2C(=O)COc3ccc(S(=O)(=O)N4CCCCCC4)cc32)c1	6	2	3	1	-7	10	12	3	4
C=CCN1CCS(=O)(=O)N(Cc2ccccc2)[C@@H](C(C)C)C1=O	·	·	·	·	0	5	2	7	5
Cn1cccc1-c1cc(C(=O)N/N=C/C=C/c2ccccc2)[nH]n1	-3	-5	4	-8	-6	5	6	1	5
CCc1cc2c(=O)c(-c3nc4ccccc4[nH]3)coc2c(CN2CCCCC2C)c1O (centres undefined)	0	-5	-1	-9	-4	12	-6	6	5
COc1ccc(C2=CC(=O)CCC2)cc1	2	3	-1	2	-3	1	-1	5	1
COc1ccccc1NC(=S)NNC(=O)c1ccc(Cl)cc1Cl	-4	1	5	-12	-1	13	0	-2	3
Cn1c(CNC(=O)c2ccccc2F)nnc1SCC(=O)Nc1nnc(C2CC2)s1	-1	-1	1	7	-3	-1	7	5	-1
O=C(Nc1cc(C(F)(F)F)ccc1N1CCOCC1)c1ccc(F)cc1	-9	0	3	5	-1	4	1	11	6

mol	PME-1 inh	LYPLA1 counter	Fam108B inh	GSTO1 counter	PAD4 inh	pPAFAH inh	PAFAH2 inh	PAFAH1B3 inh	PAFAH1B2 inh
COc1cccc(CN(C)CC(=O)Nc2cccc(C(F)(F)F)c2)c1OC	-3	-3	-3	-8	-3	6	-1	4	3
COc1cccc(CN2CCN(C3CCN(c4cccc(C)c4C)CC3)CC2CCO)c1 (centres undefined)	3	-2	-1	12	-2	5	-12	3	4
Cc1nn(-c2ccccc2)c(C)c1/C=C/C(=O)OCC(=O)N(C)C1CCS(=O)(=O)C1 (centres undefined)	9	4	4	-5	-6	-6	0	10	3
CCn1c(SCc2cccc(OC)c2)nc2ccccc2c1=O	-11	2	0	0	3	5	-6	-1	0
COC(=O)c1ccc(CSc2nnc(-c3ccncc3)o2)cc1	0	1	1	5	4	7	6	7	6
Cc1ccc(-c2csc3ncnc(SCC(N)=O)c23)cc1	1	-1	0	3	-2	16	-4	5	1
O=C(NC(=S)Nc1cccc2c(O)cccc12)c1ccccc1[N+](=O)[O-]	20	-4	8	25	-2	23	4	10	6
Cc1c(Cl)cccc1Nc1nc(N)nc(CSc2ncccn2)n1	-5	-4	-2	7	-3	0	-1	-1	-3
O=C(CN1C(=O)COc2ccc(S(=O)(=O)N3CCCC3)cc21)Nc1cccc(F)c1	5	-2	3	0	-4	7	-12	0	0
CC(=O)OCC1=C(C(=O)O)N2C(=O)C(NC(=O)Cn3nc(C(F)F)c(Cl)c3C)C2SC1 (centres undefined)	-1	-1	-8	4	-4	7	5	8	3
CCNC(=S)N1CCN(c2ccc([N+](=O)[O-])cc2)CC1	5	2	-1	3	-1	4	0	9	6
CCn1c(SCC(N)=O)nnc1-c1ccc2c(c1)OCO2	-2	-2	6	4	-6	0	1	-2	2
CCc1nc(SCC(=O)Nc2ccc(Br)cn2)n[nH]1	6	1	4	4	2	1	2	3	1
Cc1ccc(S(=O)(=O)NCCC(=O)Nc2nnc(C)s2)cc1	-4	1	2	10	1	4	4	8	3
CCn1nccc1C(=O)Nc1ccc(Cl)cc1Cl	-4	0	4	1	-4	2	7	3	3
CC(C)c1cccc(-c2ccc3c(c2)S(=O)(=O)c2cccc(C(=O)NCc4ccccc4Cl)c2C3=O)c1	·	·	·	·	1	5	1	4	3
COc1cccc(S(=O)(=O)NCC(=O)Nc2ccc(C(C)(C)C)cc2)c1	2	1	-9	2	1	-3	3	6	10
O=C(O)C1C2CCC(O2)C1C(=O)Nc1ccccc1Br (centres undefined)	-5	0	0	8	0	1	8	17	-4
COc1ccc(OC)c(S(=O)(=O)NCc2cccnc2)c1	-3	-2	0	-2	-4	1	-3	1	2
COc1ccc(Cl)cc1C(=O)Nc1ccccc1N1CCN(C(=O)C(C)C)CC1	-1	-4	1	-16	-2	5	-6	4	-1
CC1CCN(C2CCN(S(=O)(=O)c3ccc(F)cc3)CC2)CC1	-5	0	1	0	-3	3	2	6	0
CC(=O)N[C@H](Cc1c[nH]c2ccccc12)C(=O)O	-6	-1	2	-1	-4	3	9	5	-3
COc1ccc(C(=O)NC2CCCc3ccccc32)cc1OC1CCN(C(C)=O)CC1 (centres undefined)	3	4	6	-8	0	11	4	5	-2
CC(Cc1c[nH]c2ccccc12)C(=O)O (centres undefined)	4	3	4	4	1	5	1	-3	3
CCOc1ccc(C=NCC(O)c2ccccc2)cc1 (centres undefined)	0	3	-2	6	-1	5	-3	12	3

mol	PME-1 inh	LYPLA1 counter	Fam108B inh	GSTO1 counter	PAD4 inh	pPAFAH inh	PAFAH2 inh	PAFAH1B3 inh	PAFAH1B2 inh
CCn1nnc(-c2ccccc2NC(=O)c2cnccn2)n1	1	-2	4	-5	-5	-4	10	5	1
O=C(Nc1ccccn1)c1ccc(Cl)s1	-4	-3	-1	-3	4	-5	0	7	8
CC1CCC(NC(=O)c2cc(S(=O)(=O)N(C)C)ccc2N2CCCC2)CC1 (centres undefined)	-1	1	2	15	1	1	10	13	3
Cc1occc1-c1nnc(SCC(=O)c2c[nH]c3ccccc23)n1C	-2	0	0	1	-2	4	1	9	-2
CN1CCN(CC(=O)Nc2cccc([N+](=O)[O-])c2)CC1	-2	0	1	3	-2	5	-4	5	7
COCCNC(=O)CCC(=O)NNc1nc2ccccc2c2nc(C)nn12	2	-1	-5	2	-5	-4	-8	3	3
COc1ccccc1N1CCN(C(c2cccs2)C(C)NC(=O)c2ccncc2)CC1 (centres undefined)	-2	1	6	6	0	3	8	3	-2
O=S(=O)(NN1CCOCC1)c1cc(Cl)cc(Cl)c1O	4	1	-2	-6	-3	1	0	-1	2
CCOC(=O)N1CCN(C(=O)CSc2nc3c([nH]c4ccccc43)c(=O)n2C)CC1	-3	2	-3	5	2	-2	1	7	2
O=C(NC(=S)N1CCN(c2ccc(F)cc2)CC1)C12CC3CC(CC(C3)C1)C2	-4	4	3	7	-6	2	5	1	4
COc1cccc(OC)c1OCCCN1CCC(Cc2ccccc2)CC1	-1	1	0	-7	1	5	-5	9	2
CCc1nc(CN2CCN(c3cc(C(F)(F)F)ccn3)CC2)c(C)[nH]1	13	2	2	6	5	4	·	·	·
CN(Cc1cc2ccccc2[nH]c1=O)C(=O)C1CCCCC1	-3	0	3	6	1	4	6	7	-1
O=C(CN1C(=O)NC(Cc2c[nH]c3ccccc23)C1=O)Nc1ccc(F)c(F)c1F (centres undefined)	10	-3	·	·	4	-4	-2	7	7
O=S1(=O)CCN(Cc2ccc(Cl)c(Cl)c2)CC1	5	2	0	-3	-3	0	-2	7	2
Cc1sc2ncnc(N3CCC(C(=O)Nc4nc(-c5ccc(F)cc5)cs4)CC3)c2c1C	-19	-12	-9	9	-2	-5	1	-8	-4
Cc1nn2c3ccccc3n(Cc3ccccc3)c2nc1=O	-1	-4	-4	1	2	3	-1	-2	4
CN1CCN(CCCCOc2cccc3ccccc23)CC1	-7	-1	-1	9	2	0	-7	5	3
CCOc1ccc(C(C)NC(=S)NC2CCCCC2)cc1OCC (centres undefined)	6	0	-1	21	1	1	0	10	4
Cc1[nH]n(-c2ccccc2)c(=O)c1N=Nc1ccccc1C(=O)O	17	-2	9	41*	1	8	5	10	4
COc1ccc(CNC(=O)CCS(=O)(=O)c2ccc3c(c2)NC(=O)C(C)S3)cc1 (centres undefined)	5	-2	-1	6	-1	-1	13	8	4
O=C(NC(=S)Nc1cccc2cccnc12)c1ccccc1	-3	-5	2	7	0	-8	5	8	4
Cn1c(=O)c2cc3ccccc3nc2n(C)c1=O	7	2	0	5	1	1	3	3	7
CNC(=O)NC(=O)C(C)Oc1ccccc1F (centres undefined)	1	1	-1	5	-2	3	3	4	0
CCC1=[N+](CC(=O)c2ccc(C)cc2)CCn2cccc21	-3	-2	2	10	-7	5	-3	3	-6

mol	PME-1 inh	LYPLA1 counter	Fam108B inh	GSTO1 counter	PAD4 inh	pPAFAH inh	PAFAH2 inh	PAFAH1B3 inh	PAFAH1B2 inh
Cc1nn(Cc2ccc(Cl)cc2)c(C)c1NC(=O)c1cc(-c2ccc3c(c2)OCO3)on1	-15	-4	-29	-20	-12	-2	-26	-16	-5
CC1(C)NC(=O)N(CC(=O)Nc2cc(C(F)(F)F)cc(C(F)(F)F)c2)C1=O	1	-4	-2	2	-3	6	2	0	4
COC(=O)[C@H](CCSC)NC(=O)Nc1ccc(C)cc1C	1	2	0	0	3	2	-10	8	2
Oc1c(C(Nc2cccc(C(F)(F)F)c2)c2cccnc2)ccc2cccnc12 (centres undefined)	2	-1	2	4	-5	4	0	6	3
COc1ccc(Cl)cc1NS(=O)(=O)c1c(C)[nH]c(C)c1C(=O)N1CCCCC1	1	0	5	10	5	0	5	9	1
